PLCg1 inh: PLC-gamma1 enzyme inhibitors, primary screen, biochemical, fluorescence, purified enzyme. fluorogenic substrate. inhibition, % at 12.2 µM. 370,000 tested, 0.84% active; in the data active = inhibition above about 9.5%
ASAP1 GAP inh: inhibitors of human ASAP1 ArfGAP activity, primary screen, biochemical, fluorescence polarization | ASAP1-stimulated ARF1 GTP hydrolysis, GDP FP detection | AID 624377, 2012 | inhibition, % at 16.5 µM | 360,000 tested, 0.19% active; in the data active = inhibition above about 25%;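 note: 0% = vehicle with enzyme and substrate and 100% = no enzyme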
HGIII-sPLA2 inh: human group III sPLA2 inhibitors, primary screen, biochemical, QFRET, BODIPY PC-A2 liposome substrate | Group 3 secretory phospholipase A2 (Homo sapiens), Q9NZ20 | 370,000 tested, 0.56% active | inhibition, % at 12.2 µM | QFRET BODIPY PC-A2 liposome hydrolysis, fluorescence;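 active = inhibition above mean plus 3 SD of compounds lying within the high and low control bounds, cut at about 19% in these data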;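 note: 0% = median of test compound wells and 100% = no enzyme DMSO wells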
DDE Tn6 FP inh: inhibitors of Tn6 peptide binding to fibrin DD(E), primary screen, biochemical, fluorescence polarization, human fibrin, Tn6 probe. Fibrin DD(E) TRITC-Tn6 fluorescence polarization displacement. 370,000 tested, 0.21% active. inhibition, % at 8.3 µM. Fibrinogen beta chain (Homo sapiens), P02675;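 active = inhibition above a per-campaign cutoff: mean of compounds within control limits plus 3 SD, cut at about 15% in these data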;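 note: 0% = median of all compound wells on the plate and 100% = blocking peptide control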
DDE Tn7 FP inh: inhibitors of Tn7 peptide binding to fibrin DD(E), primary screen, biochemical, fluorescence polarization, human fibrin, Tn7 probe. Fibrinogen beta chain (Homo sapiens), P02675. FP displacement of FITC-Tn7 peptide from fibrin DD(E); 0% = median of compound wells per plate. inhibition, % at 8.3 µM. 370,000 tested, 0.13% active. AID 720508, 2013;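 active = inhibition above the mean of compounds falling within the control limits plus 3 SD of them, cut at about 14% in these data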;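 note: 0% = plate median of compound wells and 100% = 10 µM Aha-Tn7 peptide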
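Assay system: Human clot-derived fibrin DD(E) complex | Buffer or medium: Tris/NaCl/CaCl2 buffer, pH 7.8 | Repeats: One replicate per compound | Benchmarks: Aha-Tn7 high control | Measure: % inhibition scaled between sample-field median and high-control FP | Schedule: 10 min plus 3 h, room temperature | Signal: Fluorescence polarization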
PLC-beta3 inh: human PLC-beta3 inhibitors, primary screen, biochemical, fluorescence. 1-phosphatidylinositol 4,5-bisphosphate phosphodiesterase beta-3 (Homo sapiens), Q01970. AID 720704, 2013. inhibition, % at 12.2 µM. Purified PLC-beta3, fluorogenic substrate. 370,000 tested, 0.18% active; in the data active = inhibition above about 11%;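 note: 0% = median of compound wells on plate and 100% = full blocker control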
proKLK7 act: proKLK7 zymogen activators, primary screen, biochemical, fluorescence intensity. 370,000 tested, 0.9% active. Kallikrein-7 (Homo sapiens), P49862. activation, % at 7 µM. AID 652039, 2013. purified proKLK7, EDANS-DABCYL substrate fluorescence; 100% is mature enzyme control, 0% vehicle;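 active = activation above the mean of all tested compounds plus 3 SD, computed per campaign excluding outliers beyond control limits, cut at about 13% in these data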
Target sequence (P49862 whole entry, looked up): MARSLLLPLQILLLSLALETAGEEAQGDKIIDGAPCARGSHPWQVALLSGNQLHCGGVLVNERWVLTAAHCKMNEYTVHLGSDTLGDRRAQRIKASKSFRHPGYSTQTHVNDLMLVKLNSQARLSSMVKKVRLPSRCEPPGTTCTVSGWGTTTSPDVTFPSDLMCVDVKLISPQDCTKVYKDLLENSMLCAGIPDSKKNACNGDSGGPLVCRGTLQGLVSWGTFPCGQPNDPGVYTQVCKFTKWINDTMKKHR
UHRF1 MBD2 ctr: UHRF1 methylated DNA binding inhibitors, primary screen, counter-screen for MBD2 inhibitor project, biochemical, TR-FRET, human UHRF1, single concentration | E3 ubiquitin-protein ligase UHRF1 (Homo sapiens), Q96T88 | UHRF1 binding to methylated oligo | inhibition, % at 4.4 µM | 370,000 tested, 0.75% active | AID 687016, 2013; in the data active = inhibition above about 21%;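 note: UHRF1 SRA domain binding a hemimethylated CpG hairpin DNA probe; 0% = median of test compound wells and 100% = reference inhibitor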
ARFGAP1 inhibitor: inhibitors of rat ARFGAP1 GAP activity, primary screen, biochemical, fluorescence polarization, GDP tracer. AID 651572, 2012. ADP-ribosylation factor GTPase-activating protein 1 (Rattus norvegicus), Q62848. Arfgap1-stimulated ARF1 GTP hydrolysis, GDP FP detection. inhibition, % at 16.5 µM. 360,000 tested, 0.26% active;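 active = inhibition above a per-plate limit, mean inhibition of low control wells plus 3 SD, cut at about 25% in these data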;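 note: 0% = DMSO wells with enzyme and 100% = wells lacking Arfgap1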
Target sequence (Q62848 1-136 limits assumed): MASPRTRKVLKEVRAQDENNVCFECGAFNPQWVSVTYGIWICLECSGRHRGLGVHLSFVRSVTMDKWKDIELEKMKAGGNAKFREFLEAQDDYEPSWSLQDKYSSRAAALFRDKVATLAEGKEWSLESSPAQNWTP
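Assay system: purified rat His6-Arfgap1 residues 1-136 (GAP domain); Reagent: human Δ17 ARF1 bound to GTP; Dosing: 16.5 µM single point, 1.26% DMSO; Times: GTP hydrolysis reaction 2 h at 25 °C; Signal: FP, GDP Alexa 633 tracer displaced from anti-GDP antibody, 620/688 nm; Measure: % inhibition from polarization.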
NR1D1 modulator: modulators of Rev-erb alpha DNA binding, primary screen, biochemical, FITC-DNA, fluorescence polarization, uHTS | Rev-erbα–FITC-DNA binding, 90 min | activity, % at 10 µM | 370,000 tested, 0.79% active;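 active = activity above about 14%, limit read from the data; passing the limit was not always enough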;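 note: 0% = DMSO wells with 35 nM protein and 100% = DMSO wells with 750 nM protein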
Target sequence (P20393 whole entry, looked up): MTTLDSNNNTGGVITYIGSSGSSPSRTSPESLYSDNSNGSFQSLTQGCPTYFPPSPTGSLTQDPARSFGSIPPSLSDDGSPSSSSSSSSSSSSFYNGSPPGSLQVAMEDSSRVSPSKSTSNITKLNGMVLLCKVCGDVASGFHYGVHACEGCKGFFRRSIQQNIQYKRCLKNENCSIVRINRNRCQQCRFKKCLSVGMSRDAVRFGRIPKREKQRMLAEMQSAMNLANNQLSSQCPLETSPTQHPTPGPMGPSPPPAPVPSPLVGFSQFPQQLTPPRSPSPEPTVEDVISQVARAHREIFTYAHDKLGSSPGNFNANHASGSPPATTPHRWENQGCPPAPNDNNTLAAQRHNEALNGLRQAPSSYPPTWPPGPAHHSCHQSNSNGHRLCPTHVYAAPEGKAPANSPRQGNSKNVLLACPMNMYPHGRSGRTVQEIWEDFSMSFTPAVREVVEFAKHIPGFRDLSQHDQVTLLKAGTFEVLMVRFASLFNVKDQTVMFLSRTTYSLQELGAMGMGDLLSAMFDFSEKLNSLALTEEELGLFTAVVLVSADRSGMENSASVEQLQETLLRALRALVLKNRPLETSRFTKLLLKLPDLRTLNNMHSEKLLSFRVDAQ
* marks the source's active call; other numbers are inactive results; . = no result given.

no.	SMILES	PLC-beta3 inh	DDE Tn7 FP inh	ASAP1 GAP inh	HGIII-sPLA2 inh	NR1D1 modulator	PLCg1 inh	proKLK7 act	UHRF1 MBD2 ctr	ARFGAP1 inhibitor	DDE Tn6 FP inh
1	Cc1ccc(NC(=O)CN(C)C(=O)c2ccc(Cl)c([N+](=O)[O-])c2)cc1	1	6	-8	-2	0	-1	0.0	1	13	0
2	CC1Cc2ccccc2N1C(=O)COC(=O)Cc1ccc(F)cc1 (stereo not drawn)	-5	3	-13	-4	8	1	-0.2	0	20	6
3	CC1(C(=O)NS(=O)(=O)c2ccc3ccccc3c2)CCN1C(=O)Cc1ccc(-c2ccccc2)cc1 (stereo not drawn)	-5	0	3	-58	-3	0	-0.6	-2	0	-6
4	COc1ccccc1C(=O)Nc1ccccc1N1CCN(C(=O)c2ccc(Cl)cc2)CC1	-7	4	-17	-5	4	-4	-1.4	0	-1	8
5	Cc1sc(NC(=O)CSc2nnc(C(C)C)n2C)c(C#N)c1C	0	-2	-6	5	-5	5	-0.1	-1	14	1
6	O=C(Nc1nnc(S(=O)(=O)N2CCCC2)s1)c1ccccc1Cl	-11	6	4	-7	-3	-8	0.5	2	-1	2
7	Cc1ccc(NC(=O)CNC(=O)N2CC(=O)Nc3ccccc32)cc1F	-7	4	-3	2	0	-1	0.1	4	-4	1
8	COc1cccc(S(=O)(=O)NCc2ccc(C(=O)N3CCN(c4ccccc4)CC3)cc2)c1	-6	-6	-1	-18	-1	0	1.1	-3	2	2
9	O=C(COC(=O)/C=C/c1ccco1)NCc1ccc2c(c1)OCO2	0	2	-17	-1	-3	0	0.3	-1	0	7
10	CC1(C)CC(=O)C(C=NC2CC(C)(C)NC(C)(C)C2)=C(O)C1	2	10	-7	2	0	3	1.1	-2	-5	-4
11	COc1ccc(C(=O)NCC2CCCCC2)cc1S(=O)(=O)N1CCOCC1	1	0	16	3	0	0	-0.5	-3	-2	3
12	COc1ccc(C(=O)COC(=O)c2ccccn2)c(OC)c1	1	0	-2	0	1	2	0.2	-1	-4	-2
13	CC(C)C(C)NC(=O)CN1C(=O)NC2(CCc3ccccc32)C1=O (stereo not drawn)	-4	8	-8	-4	-4	-2	-0.2	0	-3	-4
14	COc1ccc(OC)c(NC(=O)CN(Cc2ccccc2)S(C)(=O)=O)c1	-8	-10	0	-3	10	2	-0.3	1	9	4
15	CCN(C(=O)COC(=O)c1cnccn1)c1cccc2ccccc12	-2	-2	4	8	-1	1	0.2	0	-7	3
16	N#CN1CCC(NS(=O)(=O)c2ccc(F)cc2)C1 (stereo not drawn)	2	4	.	1	4	-2	.	-2	.	5
17	Cc1onc(-c2ccccc2)c1C(=O)Nc1ccc(S(=O)(=O)N2CCCC2)cc1	-6	2	7	-26	3	0	0.8	0	-9	-1
18	COc1ccc(-c2nc3ccccc3n2Cc2ccc(C)cc2)cc1	-1	2	11	-7	0	-1	0.0	3	5	-5
19	CC(Oc1ccc(Cl)cc1Cl)C(=O)NNC(=O)c1ccncc1 (stereo not drawn)	2	-9	-10	1	5	5	0.2	0	2	-6
20	O=C(CN1CCN(Cc2ccc(Cl)cc2)CC1)N1CCc2ccccc21	-5	1	-4	-7	-4	2	-0.2	-1	-16	-8
21	Cc1c(N=C/C=C2\N(C)c3ccccc3C2(C)C)c(=O)n(-c2ccccc2)n1C	-9	-6	-8	8	-2	-1	0.4	1	14	-16
22	CCOC(=O)c1ccc(NC(=O)c2sc3nc4n(c(=O)c3c2C)CCC4)cc1	4	4	-8	3	3	2	1.2	2	-1	2
23	CCCCCOc1ccc(NS(C)(=O)=O)cc1	0	1	-2	-13	5	1	0.0	1	-3	-3
24	Cc1ccc(C(=O)NCc2ccco2)cc1	-3	2	7	0	-5	1	0.1	-1	2	-2
25	CCN1CCN(c2ccc(S(=O)(=O)N3CCOCC3)cc2NC(=O)c2cccc([N+](=O)[O-])c2)CC1	3	-2	5	3	1	2	0.5	2	0	5
26	COc1ccc2nc(/N=C(\N)NC(=O)N3c4ccccc4Sc4ccccc43)nc(C)c2c1	-39	-12	3	4	-1	-43	8.2	0	6	-3
27	Cc1ccccc1CN1CCN(C(=O)[C@H]2O[C@@H](n3cnc4c(N)ncnc43)[C@H](O)[C@@H]2O)CC1	0	8	0	5	6	-2	0.0	-3	6	1
28	O=c1c2ccccc2nc(/C=C/c2cccnc2)n1Cc1ccccc1	-11	6	2	-2	-1	-7	1.0	12	-3	-3
29	O=c1[nH]cnc2c([N+](=O)[O-])cccc12	-2	-5	-3	5	5	1	-0.4	0	8	2
30	CCOC(=O)c1c(NC(=O)OC)sc(C(=O)N(CC)CC)c1C	-5	4	6	1	-4	-6	-0.1	-1	-11	-2
31	O=C(CCNC(=O)c1ccc(Cl)cc1)Nc1ccccc1N1CCCCC1	-6	4	4	6	4	2	-0.6	0	-3	0
32	Cc1ccc(S(=O)(=O)c2cn(C)c3cc(N4CCN(C)CC4)c(F)cc3c2=O)c(C)c1	-84	-6	11	4	1	-58	7.0	2	0	-2
33	CC1(C(=O)NCc2ccccc2)Cc2c(-c3cccc(C(N)=O)c3)ccnc2O1 (stereo not drawn)	1	0	-5	0	-5	3	0.3	1	-10	6
34	Cc1ccc(NC(=O)C2=CC(c3cccs3)=NS(=O)(=O)N2C)cc1	-5	2	-6	9	3	2	18*	1	-12	8
35	COc1nc(Nc2ccccc2)nc(OC)n1	0	8	-14	0	8	0	0.3	1	-16	4
36	Cn1c(=O)c2c(nc(-n3ccnc3)n2Cc2ccc([N+](=O)[O-])cc2)n(C)c1=O	1	1	-11	8	1	0	-0.1	1	-9	-3

Single records, as listed above.
O=C(CCNC(=O)c1ccc(Cl)cc1)Nc1ccccc1N1CCCCC1 is listed with PLC-beta3 inh = -6; DDE Tn7 FP inh = 4; ASAP1 GAP inh = 4; HGIII-sPLA2 inh = 6; NR1D1 modulator = 4; PLCg1 inh = 2; proKLK7 act = -0.6; UHRF1 MBD2 ctr = 0; ARFGAP1 inhibitor = -3; DDE Tn6 FP inh = 0
CCN1CCN(c2ccc(S(=O)(=O)N3CCOCC3)cc2NC(=O)c2cccc([N+](=O)[O-])c2)CC1 is listed with PLC-beta3 inh = 3; DDE Tn7 FP inh = -2; ASAP1 GAP inh = 5; HGIII-sPLA2 inh = 3; NR1D1 modulator = 1; PLCg1 inh = 2; proKLK7 act = 0.5; UHRF1 MBD2 ctr = 2; ARFGAP1 inhibitor = 0; DDE Tn6 FP inh = 5

(next part)
no.	SMILES	PLC-beta3 inh	DDE Tn7 FP inh	ASAP1 GAP inh	HGIII-sPLA2 inh	NR1D1 modulator	PLCg1 inh	proKLK7 act	UHRF1 MBD2 ctr	ARFGAP1 inhibitor	DDE Tn6 FP inh
37	Cc1nnc(SCCC(=O)Nc2ccc(Cl)cc2)o1	-8	2	9	1	-5	0	0.4	0	2	0
38	CCOC(=O)c1cc(C(=O)c2cc(Cl)ccc2O)coc1=N	-47	-4	-7	-14	3	-43	-4.1	1	-6	2
39	CC(=O)c1c(C)[nH]c(C(=O)CSc2nnc(C)s2)c1C	-1	-3	7	-16	-9	0	-0.5	6	0	-4
40	Cc1ccc(SCCNC(=O)/C=C/c2ccc(Cl)cc2)cc1	-1	7	-17	15	1	-1	-0.1	2	4	8
41	CN1CCN(C(c2cccc(C(F)(F)F)c2)c2nnnn2C(C)(C)C)CC1 (stereo not drawn)	-1	10	-4	-13	-1	1	0.5	0	-5	5
42	CCOc1ccc(NC(=O)CN(C)C(=O)c2cc([N+](=O)[O-])ccc2N2CCOCC2)cc1OCC	1	-5	8	8	3	3	0.3	-2	-7	6
43	CCOC(=O)C1(C)NC(c2ccc(O)cc2)C2C(=O)N(c3ccccc3)C(=O)C21 (stereo not drawn)	-2	-6	5	-6	3	6	0.3	2	9	-6
44	CC(C)CC(=O)Nc1cc2c3c(c1)CCN3C(=O)CC2	-5	-9	-6	2	-5	-4	-0.3	-3	13	0
45	COc1ccc(NC(=O)c2cc3c(s2)CCC(C)C3)cc1S(=O)(=O)N1CCOCC1 (stereo not drawn)	-15	1	24	-24	-7	-15	-2.6	0	12	-1
46	Cc1cc(=O)n2c(nc3ccccc32)s1	-6	4	-5	1	-3	-7	-0.1	-5	-1	4
47	O=C(CCCN1C(=O)/C(=C/c2ccccc2Cl)SC1=S)NNC(=O)c1cccnc1	-13	2	-2	-12	-3	4	0.5	-3	12	-8
48	COC(=O)c1c(NC(=O)CSc2ncn[nH]2)sc(C)c1C	-7	-11	-11	-36	4	0	0.1	4	7	-6
49	CCC(=O)N1c2ccc(S(=O)(=O)CCC(=O)N3CCN(c4ccccc4F)CC3)cc2CC1C (stereo not drawn)	-1	-3	1	-2	0	-2	1.2	-2	-1	8
50	CCOC(=O)c1c(C)[nH]c(C(=O)CN2C(=O)NC(C)(c3ccc4ccccc4c3)C2=O)c1C (stereo not drawn)	-6	-4	-9	-51	1	-3	0.7	0	5	-3
